Bioassay records deposited in PubChem BioAssay by National Center for Advancing Translational Sciences (NCATS).
HepG2 tox = counter-screen for TGF-b inhibitors: cytotoxicity in HepG2 cells; HepG2 CAGA-GFP viability, ATP luminescence, 18 h; Potency, µM (titrated, usually from 46.1 µM), for inactives: top-dose activity change, negative = cytotoxicity, hits mostly cytotoxic; 0.76% of 410,000 active; AID 588856; note: potency is the fitted concentration of half-maximal effect; some results filed as inactive show a strong effect at the top dose
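HepG2 CAGA-GFP cells (1000/well, DMEM with 1% FBS) received compound, then TGF-beta at 500 pg/mL final, and were incubated 18 hours at 37 degrees C. Viability was read by CellTiter-Glo luminescence. Media-only wells were set as complete cell-killing and DMSO as no toxicity.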
Akt phos inh = blocks phosphorylation of Akt; activity change, % for hits at 50 µM; AID 651550; Neuro2A IGF-stimulated pAkt S473 HTRF, 20 min; hits give low values; 0.32% of 360,000 active; in the data active = activity change below about -80%; inconclusive = mostly about -51% to -80%; note: % is set by controls: 0 for no effect and ±100 for the full control effect
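Neuro2A cells (4,500/well, DMEM with 0.5% FBS) were treated with compound at a single 50 µM final concentration, stimulated with 6 nM IGF for 20 min at 37 °C, and lysed. Phospho-Akt Ser473 was read by HTRF as 665/615 ratio ×10^4.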
Mm-Cpn inhibitor = blocks the Methanococcus maripaludis chaperonin Mm-Cpn. Potency, µM (doses to about 76.9 µM), without a hit: at the highest dose activity, negative = inhibition, usual class: inhibitors. purified Mm-Cpn ATPase, ADP Transcreener TR-FRET. 0.031% of 330,000 active; note: potency is the fitted concentration of half-maximal effect; % is set by controls: 0 for no effect and ±100 for the full control effect; nearly all actives have a fitted effect of over 80% in size
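Measured: ADP formation by purified Mm-CPN. Conditions: 25 nM protein, 10 uM ATP, Tris pH 7.4 with Mg2+, K+ and DTT, 37°C for 30 min. Detection: Transcreener HTRF after 30 min at room temperature.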
Abeta rescue = restores growth of yeast expressing A-beta42 peptide. yeast expressing A-beta42, growth rescue, OD600, 48 h; response scale: 0% DMSO, 100% iron-clioquinol control. Potency, µM (top dose mostly 46.1 µM), inactives show at the highest dose growth rescue, hits mostly activators. 0.063% of 410,000 active; note: potency is the fitted concentration of half-maximal effect; nearly all actives have a fitted effect of over 55% in size
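Yeast A-beta toxicity model in growth medium with pinned compounds, 48 h at 30 C; growth read as absorbance at 600 nm. Normalized to FeCl3/clioquinol equimolar mix (positive) and DMSO (negative).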
TGFb inhibitor = blocks TGF-b signaling. HepG2 CAGA-GFP TGF-b/SMAD3 reporter, GFP fluorescence, 18 h; TGF-beta stimulated, 500 pg/mL final. Potency, µM (series often up to 46.1 µM), for the others: at the highest dose activity, negative = inhibition, most hits filed as inhibitors. 1.2% of 410,000 active; note: potency is the fitted concentration of half-maximal effect; % is set by controls: 0 for no effect and ±100 for the full control effect; nearly all actives have a fitted effect of over 65% in size
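First, reporter cells (HEPG2 CAGA-GFP) rested 2 h at 37 degrees C. Next, compounds were pinned in and TGF-beta added to 500 pg/mL final. After 18 h, GFP was imaged per cell and summed per well.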
A549 tox = kills or reduces viability of A549 cells in Nrf2 counter-screen. A549 ARE-Fluc cells, CellTiter-Fluor viability, 18-24 h. Potency, µM (highest dose often 46 µM), for the others: at the top dose activity change, negative = cytotoxicity, actives largely listed as inhibitors. 0.16% of 390,000 active. AID 504648; note: potency is the fitted concentration of half-maximal effect; % is set by controls: 0 for no effect and ±100 for the full control effect
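A549 ARE_Fluc cells in 5% FBS OPTI-MEM were exposed to compounds in concentration-response for 18-24 h at 37 deg C. Viability was read by CellTiter-Fluor fluorescence (Ex 405/Em 525) after 30 min, before the luciferase read.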
Nrf2 activator = activates Nrf2 signaling | AREc32 ARE-luciferase reporter (MCF7-derived line), luminescence, 24 h | Potency, µM (top dose mostly 46.1 µM), for inactives: top-dose activation, most hits filed as activators | 0.31% of 410,000 active | AID 624171; note: potency is the fitted concentration of half-maximal effect; % of control where 0% means no effect; nearly all actives have a fitted effect of over 65% in size
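Quantitative high-throughput format: AREc32 reporter cells, 1000 per well, received compound by pin transfer and were incubated 24 hr at 37 deg C, 5% CO2, before Steady-Glo luminescence detection.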
Nrf2 block = inhibitors of Nrf2 signaling; Potency, µM (top dose mostly 46 µM), for the others: at the highest dose activity change, negative = inhibition, hits mostly inhibitors; A549 ARE-Fluc reporter, luciferase luminescence, 18-24 h; AID 504444; 2.1% of 360,000 active; note: potency is the fitted concentration of half-maximal effect; % is set by controls: 0 for no effect and ±100 for the full control effect; nearly all actives have a fitted effect of over 60% in size
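Quantitative HTS in A549 cells stably bearing an antioxidant response element-firefly luciferase construct. Inhibition of Nrf2-driven transcription was scored by luminescence after 18-24 h of compound exposure at 37 °C.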
CCT chaperon mod = modulators of cytosolic chaperonin (CCT/TRiC) activity. purified chaperonin ATPase assay, HTRF ADP detection, 30 min. activity change, % (test concentration not listed), hits read low. 0.3% of 360,000 active. AID 651819; in the data active = activity change below about -30%; note: % is set by controls: 0 for no effect and ±100 for the full control effect
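TRiC (40 or 20 nM final, by batch activity) in 30 mM Tris pH 7.4, 100 mM KCl, 5 mM MgCl2, 1 mM DTT was treated with compound at 76 uM single dose, then 10 uM ATP, 30 min at 37 °C. ADP was read by HTRF Transcreener.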
Numbers without * were called inactive; i = inactive; u = inconclusive; x = no result given; [ ] = remark or other dose. Unless noted, calls come from the whole dose curve; as a rule, active = well fitted curve in the direction sought with a large enough effect; inconclusive = small, poorly fitted or top-dose-only effect, or another doubt; inactive = no such curve, though single readings can be large; an effect the other way counts as inactive or inconclusive.

SMILES	HepG2 tox	Akt phos inh	Mm-Cpn inhibitor	Abeta rescue	TGFb inhibitor	A549 tox	Nrf2 activator	Nrf2 block	CCT chaperon mod
Cc1c(-c2ccc(OCCN3CCCCC3)cc2)c(=O)oc2ccc3ccccc3c12	2%	i	x	5%	9%	x	-0.9%	x	0.7
CC(C)(C)OC(=O)NCCc1onc(-c2ccccc2F)c1C(=O)O	-2%	i	x	-5%	5%	x	-1.5%	x	-3.0
CCN(C(=O)COC(=O)Cc1cccc2ccccc12)C1CCS(=O)(=O)C1 (centres undefined)	-3%	i	2%	4%	14%	0%	-0.4%	-16%	0.2
CCOC(=O)c1ccc(N=CC2=C(O)CC(C)(C)CC2=O)cc1	-19%	i	1%	-4%	u	2%	2.3%	-10%	-2.3
Cc1cc(C)n(CC(=O)N/N=C/c2ccc(C)o2)n1	7%	x	-1%	21%	-2%	-7%	-0.2%	2%	-0.5
COc1ccc(C(=O)NC2(C(F)(F)F)C(=O)N(Cc3ccco3)C3=C2C(=O)CC(C)(C)C3)cc1OC (centres undefined)	-6%	i	-2%	22%	11%	3%	0.8%	7%	-0.2
Nc1ncnc2nc(SCc3ccc(Cl)cc3Cl)[nH]c12	-63%	i	1%	5%	u	-7%	0.1%	-23%	-4.6
Cc1ccc(-n2c(Cc3cccn3C)nnc2SCC(=O)NCc2ccco2)cc1	-2%	i	-4%	17%	-3%	10%	-0.3%	10%	0.3
CC1Cc2cc(S(=O)(=O)CCC(=O)NCc3ccccc3Cl)ccc2N1C(=O)C1CC1 (centres undefined)	-11%	x	x	0%	-6%	-5%	3.1%	22%	x
Cc1ccc(-n2c(C)cn(C(=O)c3ccccc3)c2=S)cc1	-15%	i	-2%	20%	3%	-10%	0.3%	-16%	-1.8
Cc1ccc2oc(-c3ccc(NC(=O)CCC(=O)O)cc3)nc2c1	-6%	x	x	-7%	0%	2%	0.0%	u	x
Cc1cc(NC(=O)c2ccc3c(c2)C(=O)N(CC(C)C)C3=O)no1	0%	i	0%	-7%	-10%	-4%	0.6%	13%	-1.9
COCCCn1c(C(=O)NCCN2CCOCC2)cc2c(=O)n3cccc(C)c3nc21	0%	i	-2%	-2%	-4%	-5%	0.1%	-5%	-1.9
O=C(NCc1cccs1)C1CCCN1C(=O)NC1CCCCC1 (centres undefined)	-5%	i	-1%	3%	-13%	-5%	-0.7%	25%	1.3
COc1ccc(N2CCN(C(=O)COC(=O)CCc3ccccc3OC)CC2)cc1	4%	i	3%	-4%	3%	0%	-0.7%	-3%	-1.0
CCOC(=O)c1c(S(=O)(=O)NCc2ccc(OC)cc2)c(C)n(C)c1C	0%	i	0%	-4%	7%	1%	-0.9%	16%	1.4
COc1ccc(N2CCN(C(=O)CN3C(=O)NC(c4ccc(OC)cc4)(c4ccc(OC)cc4)C3=O)CC2)cc1	-20%	i	4%	9%	-10%	-9%	0.3%	u	-2.8
COCc1cc(=O)n2[nH]c(-c3ccccc3)cc2n1	-15%	i	-6%	5%	-17%	-1%	2.1%	x	-0.6
COc1ccc2c(c1)OC[C@H]1[C@H]2N2C(=O)c3ccc(C)cc3NC(=O)[C@@]2(C)[C@H]1c1ccccc1	-24%	i	-1%	4%	u	0%	0.4%	u	0.4
O=c1[nH]cc(C(F)(F)F)cc1NS(=O)(=O)c1ccccc1[N+](=O)[O-]	6%	i	-3%	11%	-15%	12%	-0.9%	3%	-2.9
CCOC(=O)c1cc(-c2ccccc2)nn1Cc1ccccc1	-3%	x	x	5%	7%	9%	-0.2%	u	x
O=C(Nc1ccccc1NC(=O)c1ccco1)c1ccco1	5%	x	-1%	2%	0%	-6%	-0.8%	-8%	0.0
Cc1cccc(NC(=O)Cn2c(=O)n(Cc3ccccc3)c(=O)c3oc4ccccc4c32)c1C	-1%	x	x	-9%	18%	0%	-0.4%	0%	x
COc1ccc(C(=O)CCC(=O)NCCc2c[nH]c3ccccc23)cc1OC	5%	i	0%	7%	47%[activator]	-14%	-0.1%	-30%	-0.2
CN(Cc1cccc(Cl)c1)C(=O)C1CSC2(C)CCC(=O)N12 (centres undefined)	1%	i	0%	14%	u	-9%	0.0%	-1%	-3.0
N#C/C(=C\C=C\c1ccccc1)C(=O)N1CCCC1	-1%	i	-2%	-10%	24%	2%	u	-2%	-2.3
CCOc1cc2[nH]c(=S)n(CCCN(CC)CC)c(=O)c2cc1OCC	7%	i	0%	3%	-5%	3%	0.0%	-7%	-5.9
Cc1ccc(S(=O)(=O)N(C)C[C@@H]2Oc3ccc(NC(=O)Nc4cccc5ccccc45)cc3C(=O)N([C@H](C)CO)C[C@H]2C)cc1	0%	i	-1%	2%	6%	-2%	0.5%	-9%	0.4
COC(=O)C(Cc1ccc(O)cc1)NC(=O)CCOc1ccc(OC)cc1 (centres undefined)	47%	i	-6%	0%	18%	-2%	2.4%	0%	0.7
COc1cccc(-n2c(SCC(=O)N3CCOCC3)nc3c([nH]c4ccccc43)c2=O)c1	-33%	i	x	0%	-21%	5%	7.0%	3%	-0.3
Cc1c(-c2nc(-c3ccccc3)no2)nnn1-c1ccc(F)c(Cl)c1	-5%	x	x	-13%	4%	-17%	-0.5%	29%	x
CCN(/N=C/c1ccc(N(C)C)cc1)c1nc2ccccc2[nH]1	4%	i	0%	-36%[inhibitor]	26%	-14%	4.2%	u	-1.7
COc1cccc(/C=N/n2c(-c3cc(C)[nH]n3)n[nH]c2=S)c1O	12%	i	-1%	-17%	0%	3%	-0.2%	-9%	-1.1
CCOC(=O)c1ccccc1NC(=O)COC(=O)CCNS(=O)(=O)c1ccccc1	0%	i	-1%	u	-2%	-1%	-0.1%	-13%	-4.0
COc1cc(C)ccc1Oc1ccc([N+](=O)[O-])cc1	1%	i	x	14%	u	16%	1.5%	7%	3.5
COc1cccc(CNC(=O)C2CCN(c3nc4ccc(Cl)cc4[nH]3)CC2)c1	2%	x	x	-1%	0%	10%	5.8%	x	x
Cn1c(-n2cccc2)c(-c2c(-c3ccccc3)[nH]c3c2c(=O)n(C)c(=O)n3C)c(=O)n(C)c1=O	-4%	x	x	-16%	18%	0%	-0.7%	0%	x
NS(=O)(=O)c1ccc(CCNC(=O)c2cc(-c3cc(Cl)ccc3O)n[nH]2)cc1	-28%	i	0%	1%	2%	1%	3.1%	-13%	0.7
O=C(O)C1CCCCN1S(=O)(=O)c1cccc2nsnc12 (centres undefined)	1%	i	-1%	0%	-3%	8%	-0.2%	29%	0.8
CN(C)CCn1c2c(c(SCC(=O)Nc3ccc(F)cc3F)nc1=O)CCC2	-8%	x	x	-20%	u	7%	4.0%	x	x
CCCC(=O)N(c1ccc2oc3c(c2c1)CCCC3)S(=O)(=O)c1cc(C)ccc1C	2%	x	x	1%	-3%	-1%	-0.3%	15%	x
CC(C)Cn1c(SCC(=O)Nc2cccnc2Cl)nnc1-c1ccco1	18%	i	-3%	1%	-5%	3%	-0.6%	-21%	-1.4
Cc1ccc2nc(Cl)c(/C=N/n3c(C)nnc3C)cc2c1	-11%	i	1%	-2%	10%	0%	-0.3%	19%	-3.2
O=C(CCl)N1c2ccccc2SCC1c1ccccc1 (centres undefined)	-104%	i	0%	-51%[inhibitor]	u	u	-1.3%	26µM*	-0.4
Cn1c(/C=N/O)nc2ccccc21	-4%	i	-2%	4%	2%	0%	u	3%	-1.2
CCCc1[nH]nc2c1C(c1ccc(OC)c(Cn3nnc4ccccc43)c1)C(C#N)=C(N)O2 (centres undefined)	0%	i	x	-9%	-8%	-1%	4.6%	-34%	0.2
CCOc1ccc2[nH]c(C)c(CN3CCCCCC3)c(=O)c2c1	-1%	i	-2%	14%	0%	1%	-0.6%	10%	-0.9
CCc1ccccc1NC(=O)Cn1ncc2c(C)n(Cc3ccccc3F)c(C)c2c1=O	-6%	x	x	-3%	-3%	0%	-1.0%	8%	x
C[C@H](NC(=O)COc1ccc(Cl)cc1)C(=O)N1CCC2(CC1)NCCc1[nH]cnc12	-4%	i	-1%	12%	2%	-23%	0.0%	8%	0.1
O=C(/C=C/c1cccs1)NC(=S)NNC(=O)c1ccccc1O	-20%	i	0%	-1%	-18%	-2%	6.3%	-23%	-4.4
CCCN(Cc1nc(-c2ccc(Cl)cc2)no1)CC1CCCO1 (centres undefined)	-1%	i	1%	-11%	-7%	-15%	0.2%	4%	1.8
CC(C)(CN1CCCC1)NS(=O)(=O)c1ccccc1	-4%	i	1%	-5%	-2%	4%	-0.6%	-4%	-15
COc1ccc(CN(C(=O)c2oc3cc(C)c(C)cc3c2C)C2CCS(=O)(=O)C2)cc1OC (centres undefined)	-6%	i	1%	10%	1%	-6%	-0.2%	u	-4.8
Brc1ccc(-c2nnc3ccc(N4CCN(c5ccccc5)CC4)nn23)cc1	-2%	i	-1%	16%	-13%	-1%	0.6%	u	-0.8
